DRD3 agonist: qHTS of D3 Dopamine Receptor Agonist: qHTS; D(3) dopamine receptor (Homo sapiens), P35462; D3R DiscoveRx beta-arrestin cells, luminescence, 90 min; max activation, %; 0.58% of 410,000 active; in the data active means max activation above about 30%; further: 0% is about no effect; mostly tested at two doses, the higher about 12 µM
Target sequence (P35462 whole entry, looked up): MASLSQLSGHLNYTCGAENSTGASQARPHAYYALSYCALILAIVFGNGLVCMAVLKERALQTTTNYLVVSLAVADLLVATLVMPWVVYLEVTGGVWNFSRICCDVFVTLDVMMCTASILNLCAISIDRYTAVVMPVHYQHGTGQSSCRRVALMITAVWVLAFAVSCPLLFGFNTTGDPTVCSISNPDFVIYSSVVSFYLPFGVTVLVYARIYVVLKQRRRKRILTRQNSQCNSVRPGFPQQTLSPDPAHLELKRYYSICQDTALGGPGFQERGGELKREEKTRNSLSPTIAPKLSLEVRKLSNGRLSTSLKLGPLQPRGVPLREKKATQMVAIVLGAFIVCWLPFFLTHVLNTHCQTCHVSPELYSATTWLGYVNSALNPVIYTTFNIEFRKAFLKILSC
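Cells at 1500/well, incubated overnight, then treated with pinned compounds (dopamine as control) for 90 min at 37 degrees C. DiscoveRx reagent added for 30 - 60 minutes at room temperature; luminescence read.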
KB-3-1 cytotox: qHTS assay for MDR1-selective chemotherapeutics: Primary screen using the parental adenocarcinoma cell KB-3-1. AID 1347075, 2019. KB-3-1 viability, CellTiter-Glo ATP luminescence, 72 h. 1.4% of 400,000 active. Potency, µM (highest dose often 46.1 µM), inactives show at the highest dose activity change, negative = cytotoxic, usual class: cytotoxic; further: potency means the concentration at half of the fitted maximal effect; on the % scale 0 is the no-effect control and ±100 the full control effect; nearly all actives have a fitted effect of over 60% in size
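Parental KB-3-1 adenocarcinoma cells in phenol-red-free DMEM with 10% FBS were pin-treated with compounds at several concentrations, incubated 72 h at 37 °C, and viability read by CellTiter-Glo luminescence; concentration-effect curves were fitted after normalization.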
GLP1R ag: qHTS of GLP-1 Receptor Agonists; Potency, µM (top dose mostly 45.6 µM), inactives show at the highest dose activation, most hits filed as activators; HEK293 GLP-1R CRE-luciferase, luminescence, 4-6 h; cells express a hypersensitive GLP-1R form; 0.007% of 380,000 active; Glucagon-like peptide 1 receptor (Homo sapiens), P43220; further: potency means the concentration at half of the fitted maximal effect; % of control where 0% means no effect
Target sequence (P43220 whole entry, looked up): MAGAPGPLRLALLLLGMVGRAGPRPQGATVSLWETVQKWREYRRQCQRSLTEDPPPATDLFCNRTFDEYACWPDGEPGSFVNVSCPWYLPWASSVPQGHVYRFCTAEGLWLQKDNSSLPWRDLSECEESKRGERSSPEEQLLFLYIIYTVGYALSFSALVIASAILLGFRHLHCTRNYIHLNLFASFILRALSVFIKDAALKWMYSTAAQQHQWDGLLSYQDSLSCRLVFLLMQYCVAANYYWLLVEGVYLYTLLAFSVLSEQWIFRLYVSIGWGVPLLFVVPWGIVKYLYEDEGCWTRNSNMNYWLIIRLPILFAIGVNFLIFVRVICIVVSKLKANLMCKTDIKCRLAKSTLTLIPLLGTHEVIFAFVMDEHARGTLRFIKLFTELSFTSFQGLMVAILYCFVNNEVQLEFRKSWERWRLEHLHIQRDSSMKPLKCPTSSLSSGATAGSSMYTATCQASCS
SW480 rerep: A quantitative high throughput screen for small molecules that induce DNA re-replication in SW480 colon adenocarcinoma cells; 1.8% of 340,000 active; SW480 DNA re-replication, Hoechst DNA content imaging, 48 h; Potency, µM (series often up to 46.1 µM), for inactives: at the top dose re-replication activation, usual class: activators; AID 624297, 2012; further: potency means the concentration at half of the fitted maximal effect; % of control where 0% means no effect; nearly all actives have a fitted effect of over 55% in size
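Image-based DNA-content assay: after two days of treatment, nuclei were labelled with the DNA dye Hoechst and imaged, and hits were compounds raising the count of nuclei showing high fluorescence intensity.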
IL-1B inflam inh: qHTS for Inhibitors of Inflammasome Signaling: IL-1-beta AlphaLISA Primary Screen; activity change, % at 57.5 µM; THP-1 LPS/ATP IL-1B secretion, AlphaLISA, 16 h; stronger effect = lower value; AID 743279, 2014; 4.7% of 360,000 active; in the data active means activity change below about -50%; inconclusive means mostly about -30% to -49%; further: on the % scale 0 is the no-effect control and ±100 the full control effect
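Secreted IL-1B measured by AlphaLISA bead assay after 16 h compound exposure of THP-1 cells; compounds (final up to 57.5 uM) added 1 h before LPS (250 ng/mL) and ATP (1.25 mM) stimulation; lower signal means less secretion.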
D3 antag: qHTS of D3 Dopamine Receptor Antagonist: qHTS | D3R cells, DiscoveRx beta-arrestin luminescence, antagonist mode; stronger effect = lower value | max response, negative = inhibition, % | 2.5% of 360,000 active | D(3) dopamine receptor (Homo sapiens), P35462 | AID 652054, 2013; in the data active means max response below about -50%; inconclusive means no clear call, values can overlap the other calls; further: on the % scale 0 is the no-effect control and ±100 the full control effect; mostly tested at two doses, the higher about 12 µM
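Cells plated overnight at 1500 cells/well, then exposed to library compounds with dopamine controls for 90 minutes at 37 degrees C. DiscoveRx reagent added for 30–60 minutes at room temperature; luminescence read, quantitative HTS format.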
HT1080NT lethal: qHTS for induction of synthetic lethality in tumor cells producing 2HG: qHTS for the HT-1080-NT fibrosarcoma cell line. HT-1080-NT fibrosarcoma viability, CellTiter-Glo ATP luminescence, 48 h. AID 686970, 2013. 1.6% of 360,000 active. Potency, µM (titrated, usually from 46.1 µM), without a hit: at the top dose activity, negative = less viability, usual class: cytotoxic;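 further: NT is the 2HG producing partner of a matched IDH1 knockdown line; potency means the concentration at half of the fitted maximal effect; 0% = DMSO-treated cells and -100% = media-only wells without cells; nearly all actives have a fitted effect of over 55% in size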
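A 48-hour cytotoxicity screen used HT-1080-NT cells plated 2 hours before compound delivery. ATP-based CellTiter-Glo luminescence measured viability, normalized to DMSO and no-cell controls.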
KB-V1 MDR tox: qHTS assay for MDR1-selective chemotherapeutics: Primary screen using the drug-selected MDR subline cells KB-V1 | AID 1347076, 2019 | 3.4% of 400,000 active | Potency, µM (doses to about 46.1 µM), inactives show at the highest dose activity change, negative = cytotoxicity, most hits filed as cytotoxic | KB-V1 MDR cells viability, CellTiter-Glo, 72 h; further: potency means the concentration at half of the fitted maximal effect; on the % scale 0 is the no-effect control and ±100 the full control effect; nearly all actives have a fitted effect of over 60% in size
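Luminescent ATP read-out (CellTiter-Glo, 10 min) measures survival of drug-selected KB-V1 MDR cells after 72 h, 37 degrees C compound exposure. Medium: phenol-red-free DMEM, 10% FBS. Values from fitted concentration-response curves.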
HT1080 IDH1KD tx: qHTS for induction of synthetic lethality in tumor cells producing 2HG: qHTS for the HT-1080-IDH1KD cell line; Potency, µM (highest dose often 46.1 µM), for the others: top-dose activity, negative = toxicity, actives largely listed as cytotoxic; HT-1080 IDH1 knockdown viability, ATP luminescence, 48 h; 2% of 360,000 active;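 further: potency means the concentration at half of the fitted maximal effect; 0% = DMSO wells and -100% = cell-free medium wells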
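Knockdown cells (IDH1KD HT-1080) received compounds 2 h after plating at 750 cells/well and were kept 48 h at 37 °C in 5% FBS RPMI. A CellTiter-Glo luminescence read gave % activity for curve fitting.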
Active calls of the source: *; ? = inconclusive; . = no result given; [ ] = dose if it differs, or a comment. Unless noted, the call rests on the fitted dose curve; in most records, active means well fitted curve in the direction sought with a large enough effect; inconclusive means small, poorly fitted or top-dose-only effect, or another doubt; inactive means no such curve, though single readings can be large; an effect the other way counts as inactive or inconclusive.

A first look (4 entries):
SMILES | DRD3 agonist | KB-3-1 cytotox | GLP1R ag | SW480 rerep | IL-1B inflam inh | D3 antag | HT1080NT lethal | KB-V1 MDR tox | HT1080 IDH1KD tx
Cc1occc1C(=O)NCCCCNC(=O)c1ccoc1C | 1 | ? | -2% | -4% | -14 | 20 | 12% | -9% | 6%
Cc1cc(C)nc(N2CCN(C(=O)CCC(=O)Nc3nnc(CC(C)C)s3)CC2)n1 | 0 | 3% | 10% | -10% | 52 | -9 | 8% | -7% | 12%
CCOc1ccc(/C=N/N2C(C)CCCC2C)cc1OC (stereo not drawn) | 0 | 19% | 22% | -21% | 5 | -2 | -1% | 14% | 9%
COc1cc(NC(=O)Cn2nc(C(F)(F)F)c3c2CCC3)cc(OC)c1OC | -4 | 16µM* | 0% | . | . | . | . | -5% | .

The list itself (from the top)
SMILES | DRD3 agonist | KB-3-1 cytotox | GLP1R ag | SW480 rerep | IL-1B inflam inh | D3 antag | HT1080NT lethal | KB-V1 MDR tox | HT1080 IDH1KD tx
Cc1occc1C(=O)NCCCCNC(=O)c1ccoc1C | 1 | ? | -2% | -4% | -14 | 20 | 12% | -9% | 6%
Cc1cc(C)nc(N2CCN(C(=O)CCC(=O)Nc3nnc(CC(C)C)s3)CC2)n1 | 0 | 3% | 10% | -10% | 52 | -9 | 8% | -7% | 12%
CCOc1ccc(/C=N/N2C(C)CCCC2C)cc1OC (stereo not drawn) | 0 | 19% | 22% | -21% | 5 | -2 | -1% | 14% | 9%
COc1cc(NC(=O)Cn2nc(C(F)(F)F)c3c2CCC3)cc(OC)c1OC | -4 | 16µM* | 0% | . | . | . | . | -5% | .
CCOC(=O)C(=O)NCC(c1cccs1)S(=O)(=O)c1ccc(C)cc1 (stereo not drawn) | 10 | 5% | -1% | -42% | -22 | 11 | 9% | -1% | 13%
Cc1ccc(C(=O)Nc2ccccc2C(=O)NC2CCCCC2)cc1S(=O)(=O)N1CCOCC1 | 18 | 12% | 12% | -4% | -24 | 17 | -5% | 15% | 9%
COc1ccccc1NC(=O)CSc1ccc2nnc(-c3ccncc3)n2n1 | 1 | 0% | 5% | -31%[inhibitor] | -20 | -6 | -22% | 0% | -2%
O=C(CC(c1ccccc1)c1ccccc1)Nc1ccc(Cl)cn1 | -10 | ? | -7% | ? | 6 | -11 | ? | ? | 15µM*
CCN1CCN(Cc2ccc(NC(=O)c3ccc(C)c(NC(=O)c4csc(-c5ccncc5)n4)c3)cc2C(F)(F)F)CC1 | -21 | -24% | -2% | 16% | 0 | -26 | ? | -21% | ?
NS(=O)(=O)c1ccc(CNC(=O)C(c2ccccc2)c2ccccc2)cc1 | -3 | -8% | 8% | -116%[inhibitor] | 6 | -13 | -13% | 22% | -8%
COc1ccc(CN2CCNC(=O)C2CC(=O)N(C)Cc2nccs2)cc1OC (stereo not drawn) | 0 | 6% | -3% | -1% | 15 | 0 | 0% | ? | 4%
NCCCC[C@H]1CN=C(N)N1CCC12CC3CC(CC(C3)C1)C2 | 5 | 15% | 15% | -30%[inhibitor][9.22 µM] | -55* | 13 | 6% | 3% | 3%
O=[N+]([O-])c1ccc(-c2cnc(NO)nc2)cc1 | 11 | 2% | 3% | -6% | 13 | 0 | -23% | 3% | ?
COc1cccc(NC(=O)CN2C(=O)NC(C)(CCC(C)C)C2=O)c1 (stereo not drawn) | 10 | 22% | 0% | 3% | 14 | 0 | 2% | -4% | 3%
COC(=O)C(C)Sc1ncnc2c1c(-c1ccccc1)cn2-c1ccc(OC)cc1 (stereo not drawn) | 6 | 22% | 15% | -6% | 40 | 10 | -2% | 6% | 0%
CCN(CC)C(=O)C(=O)c1cn(CC(=O)NCc2ccc3c(c2)OCO3)c2ccccc12 | 1 | -11% | 5% | 1% | 1 | -4 | -3% | -14% | -10%
CCc1ccc(OCC(=O)NC(=S)Nc2ccc(F)cc2)c(Br)c1 | 12 | 6% | -4% | 2% | -2 | 15 | 23% | 7% | 26%
CCOC(=O)C1=C(N)N(c2cc(S(=O)(=O)N3CCOCC3)ccc2Cl)C(=O)C1 | 5 | -1% | 3% | 11% | -22 | -7 | 2% | -2% | 13%
Nc1nonc1-n1nnc(C(=O)N/N=C/c2ccoc2)c1CSc1ccccc1 | -1 | 4% | 3% | -5% | -4 | 2 | -5% | -3% | 3%
CCOc1ccccc1C(=O)Nn1c(C2CCC2)nc2ccccc2c1=O | -2 | -14% | 4% | -8% | 16 | 9 | ? | 0% | -27%
CCN1CCN(C(=O)C(C)Oc2ccc(S(=O)(=O)N3CCCC3)cc2C(N)=O)CC1 (stereo not drawn) | 2 | -5% | 4% | -9% | -4 | 0 | -1%[9.24 µM] | 35% | 11%
O=C(NC1CCCC1)C(c1cccs1)N(C(=O)c1ccno1)c1ccccc1 (stereo not drawn) | -5 | 0% | -5% | -1% | 13 | 9 | -28% | -16% | ?
CCC(C)NC(=O)c1ccccc1NC(=O)CN1C(=O)c2ccccc2S1(=O)=O (stereo not drawn) | -2 | ? | 3% | -2% | 20 | -17 | 2% | ? | 2%
CC1CCc2cc(F)ccc2N1C(=O)c1ccncc1 (stereo not drawn) | 3 | -4% | -1% | 2% | 20 | 11 | 2% | ? | 20%
Cc1ccc(NC(=O)Nc2cc(-c3ccccc3)nn2C)cc1Cl | -6 | -4% | 4% | 22% | 0 | -21 | 1% | 0% | -2%
CC(Oc1ccccc1)C(=O)N1CCN(c2ccc(N3CCCCC3)nn2)CC1 (stereo not drawn) | 1 | 11% | 1% | -27% | 6 | 5 | 0% | -2% | 1%
O=C(N/N=C/c1ccc2c(c1)OCO2)c1ccc(NS(=O)(=O)c2cccs2)cc1 | 2 | 17% | 0% | ? | -60* | -1 | -21% | -13% | ?
Cc1nc(Cl)sc1C(=O)Nc1cccc2ccccc12 | -1 | -8% | -2% | -7% | -27 | -3 | -1% | 5% | 2%
CCOCCn1c(CN2CCc3ccccc3C2)nc2c1c(=O)n(C)c(=O)n2C | 3 | -25% | 9% | 1% | 61 | -4 | 13% | ? | 11%
O=C(CC1CC2CCC1C2)N1CCN(S(=O)(=O)c2ccccc2[N+](=O)[O-])CC1 (stereo not drawn) | 1 | 0% | -4% | 2% | -14 | 0 | 0% | -9% | -5%
Cc1ccnc2nc(C(=O)OCC(=O)N(CC(C)C)CC(C)C)nn12 | -4 | 3% | -1% | -56%[inhibitor][1.84 µM] | 14 | 20 | 1% | 7% | 12%
NS(=O)(=O)c1ccc(-c2ccc(/C=N/Nc3ccc(C(=O)O)cc3)o2)cc1 | -5 | 6% | 0% | ? | -4 | 13 | 1% | 18% | 0%
COc1ccc(OC)c2c(C)cc(NCCN3CCOCC3)nc12 | -22 | 1% | 6% | -3% | ? | -28 | 0% | ? | -8%
CC1CCc2c(sc3ncnc(SCC(=O)c4ccccc4)c23)C1 (stereo not drawn) | -3 | 8% | -11% | -1% | 15 | 13 | 12% | -3% | 13%
COC(=O)c1cccc(NCN2C(=O)c3ccccc3C2=O)c1 | -2 | 7% | -2% | -5% | 0 | 2 | 15% | 14% | 17%
CCc1ccc(NC(=O)C(C)n2nc(C)c([N+](=O)[O-])c2C)cc1 (stereo not drawn) | -16 | 8% | 7% | -15% | 0 | -15 | 10% | -11% | 18%
CSc1nncc(/C(C)=N\Nc2cccc(C)c2)n1 | -4 | 5% | 4% | 0%[9.22 µM] | 3 | -1 | 26% | 2% | 18%
COc1cccc(NC(=O)COC(=O)c2ccccc2F)c1 | 3 | 4% | 2% | -4% | 17 | 4 | -4% | 3% | 0%
CCCN1CCN(c2ccc(S(N)(=O)=O)cc2[N+](=O)[O-])CC1 | -17 | -16% | 0% | -39% | 8 | -9 | 3% | -23% | 14%
COc1ccc(-c2[nH]ncc2CN(Cc2nccn2C)C(C)C)c(F)c1 | 0 | -3% | 22% | -10% | -2 | 9 | -1% | 0% | -7%
CCN1CCN(C(=O)c2ccc(OC)c(S(=O)(=O)Nc3ccc(C)cc3)c2)CC1 | -11 | -6% | -3% | -15% | -2 | 0 | 2% | -1% | 3%
CC(NC(=O)/C=C/c1ccc(Br)cc1)c1ccccc1 (stereo not drawn) | -3 | 6% | 2% | . | -4 | 0 | 0% | ? | 1%
COc1cccc(/C=C2\SC(=S)N(CCCC(=O)Nc3ccc(C(=O)O)cc3)C2=O)c1 | 1 | -1% | -3% | 24% | -13 | 7 | -24% | ? | -22%
COc1cccc(-n2c(=O)c3sccc3n(CC(=O)NC3CCCC3)c2=O)c1 | 19 | 14% | 6% | -9% | 1 | 2 | 10% | -5% | 14%
NC(c1csc(Nc2cc(NCc3ccco3)ncn2)n1)c1ccccc1Cl (stereo not drawn) | -7 | -1% | 6% | . | -79* | -1 | ? | -5% | -14%
CC(NC(=S)Nc1cccc(C(F)(F)F)c1)C(C)(C)C (stereo not drawn) | -2 | -7% | -1% | ? | -81* | -9 | ? | -16% | ?
CCC1(c2ccccc2)NC(=O)N(CC(=O)N(CC(=O)Nc2ccccc2C(F)(F)F)Cc2ccco2)C1=O (stereo not drawn) | 7 | -10% | 0% | -4% | -13 | -1 | 4% | 11% | 12%
CC(NC(=O)OCc1ccccc1)C(=O)N1CC(O)CC1C(=O)O (stereo not drawn) | -8 | 2% | 7% | 4% | 0 | 0 | -1% | 0% | 0%

Compound activity as filed in PubChem BioAssay.
